Screens (PubChem)
Mtb BioA inh – inhibitors of Mycobacterium tuberculosis BioA enzyme. inhibition, % at 9.99 µM. purified M. tuberculosis BioA enzyme, plate reader. actives 0.096% (n = 360,000). AID 602481; in the data active means inhibition above about 40%
* = called active by the depositor.

| # | compound | Mtb BioA inh |
| --- | --- | --- |
| 1 | COC(=O)C(CC#Cc1ccc2c(c1)[C@]1(C(=O)N2)[C@H](C(=O)N2CCc3cc(OC)c(OC)cc3C2)[C@H]2C(=O)O[C@H](c3ccccc3)[C@H](c3ccccc3)N2[C@@H]1c1ccc(OCCO)cc1)C(=O)OC | -4.0 |
| 2 | COCCNC(=O)C[C@H]1C[C@H]2c3cc(NC(=O)NC4CCCCC4)ccc3O[C@H]2[C@@H](CO)O1 | -0.5 |
| 3 | CN1c2ccc(-c3ccccc3)cc2[C@H]2[C@H](CCN2S(=O)(=O)c2ccccc2F)[C@@H]1CO | 0.5 |
| 4 | C[C@@H]1CN([C@@H](C)CO)C(=O)c2cc(NC(=O)Cc3cn(C)c4ccccc34)ccc2O[C@@H]1CN(C)Cc1ccc(C(=O)O)cc1 | 6.5 |
| 5 | C[C@@H]1CN([C@H](C)CO)S(=O)(=O)c2ccc(C#Cc3ccccn3)cc2O[C@H]1CN(C)Cc1cccc(F)c1 | 0.0 |
| 6 | COc1ccc(S(=O)(=O)Nc2ccc3c(c2)C(=O)N([C@@H](C)CO)C[C@@H](C)[C@@H](CN(C)C)OCCCC[C@H](C)O3)cc1 | -0.4 |
| 7 | C[C@@H]1CCCCO[C@H](CN(C)C(=O)Cc2ccccc2)[C@H](C)CN([C@H](C)CO)C(=O)c2cc(NS(=O)(=O)c3cn(C)cn3)ccc2O1 | -3.0 |
| 8 | C[C@H]1CN([C@@H](C)CO)C(=O)c2cccc(NC(=O)Nc3ccccc3)c2O[C@H]1CN(C)C(=O)NC1CCCCC1 | -0.4 |
| 9 | COc1ccc(S(=O)(=O)Nc2ccc3c(c2)C(=O)N([C@H](C)CO)C[C@H](C)[C@@H](CN(C)Cc2ccc4c(c2)OCO4)OCCCC[C@@H](C)O3)cc1 | 0.3 |
| 10 | CNC[C@@H]1Oc2ccc(NC(=O)Nc3ccc(F)cc3)cc2CC(=O)N([C@@H](C)CO)C[C@@H]1C | 4.0 |
| 11 | CO[C@H]1CN(C)C(=O)c2ccc(NC(=O)Nc3c(C)noc3C)cc2OC[C@@H](C)N(C)C[C@H]1C | -0.2 |
| 12 | CO[C@@H]1CN(C)C(=O)c2cc(NC(=O)Nc3ccc(Cl)c(Cl)c3)ccc2OC[C@@H](C)NC[C@@H]1C | 0.5 |
| 13 | C[C@@H](NC(=O)C[C@@H]1C[C@H]2c3cc(NS(C)(=O)=O)ccc3O[C@H]2[C@H](CO)O1)c1ccccc1 | 2.9 |
| 14 | CO[C@@H]1CN(C)C(=O)c2cc(NC(=O)C3CC3)ccc2OC[C@H](C)N(CCc2ccccc2)C[C@@H]1C | 3.8 |
| 15 | COc1ccc(NC(=O)Nc2ccc3c(c2)[C@H]2C[C@H](CC(=O)N4CCN(C)CC4)O[C@@H](CO)[C@H]2O3)cc1 | -1.4 |
| 16 | O=C(c1ccccn1)N1C[C@H]2[C@@H](c3ccccc31)[C@H](CO)N2C(=O)CC1CC1 | 0.3 |
| 17 | C[C@@H]1CCCCO[C@H](CN(C)C(=O)Cc2ccccc2)[C@H](C)CN([C@H](C)CO)C(=O)c2cc(NS(=O)(=O)c3ccccc3)ccc2O1 | 0.1 |
| 18 | Cc1noc(C)c1NC(=O)N(C)C[C@H]1Oc2ccc(NC(=O)Cc3ccccc3)cc2CC(=O)N([C@H](C)CO)C[C@@H]1C | -0.4 |
| 19 | C[C@H]1CN([C@@H](C)CO)C(=O)c2cc(NS(=O)(=O)c3cccs3)ccc2O[C@H]1CN(C)Cc1ccc(C(F)(F)F)cc1 | 1.3 |
| 20 | C[C@@H]1CCCCO[C@H](CN(C)C(=O)Nc2cccc3ccccc23)[C@H](C)CN([C@@H](C)CO)C(=O)c2cc(NS(=O)(=O)c3ccc(Cl)cc3)ccc2O1 | -2.7 |
| 21 | CC(C)NC(=O)Nc1ccc2c(c1)C(=O)N([C@@H](C)CO)C[C@H](C)[C@@H](CN(C)C(=O)Nc1ccc(F)cc1)OCCCC[C@@H](C)O2 | -0.3 |
| 22 | CCCNC(=O)[C@@H]1[C@@H](CO)[C@@H]2Cn3c(ccc(-c4ccc(F)cc4)c3=O)[C@H]1N2C | 0.0 |
| 23 | C[C@@H]1CCCCO[C@H](CN(C)CC2CC2)[C@@H](C)CN([C@H](C)CO)C(=O)c2cc(NC(=O)Nc3ccc4c(c3)OCO4)ccc2O1 | -1.5 |
| 24 | COC(=O)C[C@H]1CC[C@@H]2NC[C@H](O)COC[C@H]2O1 | -2.6 |
| 25 | Cc1ccc(S(=O)(=O)N2C[C@@H]3[C@H](c4ccccc42)[C@H](CO)N3Cc2cccnc2)cc1 | 1.8 |
| 26 | COc1cccc(-c2ccc3n(c2=O)C[C@H]2[C@H](CO)[C@@H](C(=O)N(C)C)[C@@H]3N2Cc2cncnc2)c1 | -1.6 |
| 27 | C[C@H](CO)N1C[C@H](C)[C@@H](CN(C)S(=O)(=O)c2cccs2)Oc2ccc(NC(=O)Nc3ccccc3)cc2CC1=O | -2.1 |
| 28 | CCC(=O)N(C)C[C@@H]1Oc2cc(C#C[C@H](C)O)ccc2S(=O)(=O)N([C@@H](C)CO)C[C@@H]1C | 0.2 |
| 29 | CC(C)NC(=O)Nc1ccc2c(c1)C(=O)N([C@H](C)CO)C[C@@H](C)[C@H](CN(C)C(=O)NC1CCCCC1)OCCCC[C@@H](C)O2 | -0.6 |
| 30 | C[C@H]1CN([C@@H](C)CO)C(=O)CCCn2cc(nn2)CO[C@@H]1CN(C)Cc1ccc(C(F)(F)F)cc1 | -0.4 |
| 31 | CCCNC(=O)[C@@H]1[C@@H](CO)[C@@H]2Cn3c(cccc3=O)[C@H]1N2Cc1cccc(Cl)c1 | -2.5 |
| 32 | C[C@@H]1CCCCO[C@H](CN(C)C(=O)Nc2ccc3c(c2)OCO3)[C@H](C)CN([C@@H](C)CO)C(=O)c2cc(NS(C)(=O)=O)ccc2O1 | -1.7 |
| 33 | O=C(Nc1ccc(-c2ccccc2)cc1)[C@H]1[C@H](CO)[C@H]2Cn3c(cccc3=O)[C@H]2N1CC1CCCCC1 | -0.7 |
| 34 | Cc1ccc(S(=O)(=O)Nc2ccc3c(c2)C(=O)N([C@@H](C)CO)C[C@@H](C)[C@@H](CN(C)Cc2ccccc2)OCCCC[C@H](C)O3)cc1 | 1.0 |
| 35 | C[C@H]1CN([C@@H](C)CO)S(=O)(=O)c2ccc(C#CC3CC3)cc2O[C@@H]1CN(C)C(=O)C1CCCCC1 | -0.3 |
| 36 | COc1ccc(S(=O)(=O)Nc2cccc3c2O[C@H](CN(C)Cc2ccc(C(=O)Nc4ccccc4N)cc2)[C@H](C)CN([C@H](C)CO)C3=O)cc1 | 0.6 |
| 37 | O=C(C[C@H]1C=C[C@H](NC(=O)Nc2ccc(C(F)(F)F)cc2)[C@@H](CO)O1)NCCN1CCCC1 | -0.7 |
| 38 | C[C@H](O)C#Cc1ccc2c(c1)O[C@@H](CN(C)CC1CCCC1)[C@H](C)CN([C@H](C)CO)S2(=O)=O | 0.2 |
| 39 | CO[C@@H]1CN(C)C(=O)c2cc(NC(=O)c3cccc(F)c3)ccc2OC[C@@H](C)N(CC2CC2)C[C@@H]1C | 1.8 |
| 40 | N#C[C@@H]1[C@@H](c2ccc(-c3ccc(F)cc3)cc2)[C@H](CO)N1c1nc(-c2ccccc2)cs1 | -0.8 |
| 41 | C[C@@H]1CN([C@@H](C)CO)C(=O)c2cccc(NC(=O)c3cnccn3)c2O[C@H]1CN(C)Cc1ccc(C(=O)O)cc1 | -1.8 |
| 42 | COCC(=O)N1CCCCN2[C@H](CO)[C@@H](c3ccc(C#Cc4ccccc4)cc3)[C@H]2C1 | -0.9 |
| 43 | OC[C@@H]1[C@@H](c2ccc(-c3cccnc3)cc2)[C@H]2CN(Cc3ccccn3)CCCCN12 | 8.6 |
| 44 | CC(C)NC(=O)Nc1cccc2c1O[C@H](CN(C)CC1CC1)[C@@H](C)CN([C@H](C)CO)C2=O | -3.7 |
| 45 | C[C@H]1CN([C@@H](C)CO)C(=O)c2cc(NS(=O)(=O)c3ccc(F)cc3)ccc2O[C@@H]1CN(C)S(=O)(=O)c1ccc(Cl)cc1 | -1.6 |
| 46 | COc1ccc(S(=O)(=O)Nc2ccc3c(c2)C(=O)N([C@@H](C)CO)C[C@H](C)[C@H](CN(C)S(=O)(=O)c2ccc(OC)cc2)OCCCC[C@@H](C)O3)cc1 | -1.7 |
| 47 | CC(C)NC(=O)Nc1ccc2c(c1)CC(=O)N([C@@H](C)CO)C[C@H](C)[C@@H](CN(C)CC1CC1)O2 | -0.7 |
| 48 | Cc1noc(C)c1NC(=O)N(C)C[C@H]1Oc2ccc(NS(=O)(=O)c3c(C)noc3C)cc2CC(=O)N([C@H](C)CO)C[C@@H]1C | -0.7 |
| 49 | C[C@@H]1CCCCO[C@H](CN(C)S(=O)(=O)c2ccc(F)cc2)[C@@H](C)CN([C@@H](C)CO)C(=O)c2cc(NC(=O)Nc3cccc4ccccc34)ccc2O1 | -3.0 |
| 50 | O=C(NC[C@H]1[C@H](c2ccccc2)[C@@H](CO)N1Cc1ccccn1)C1CCC1 | -3.0 |
| 51 | CNC[C@@H]1OCCCC[C@@H](C)Oc2ccc(NC(=O)C3CCCCC3)cc2C(=O)N([C@H](C)CO)C[C@@H]1C | 2.0 |
| 52 | Cc1noc(C)c1NC(=O)Nc1ccc2c(c1)C(=O)N([C@@H](C)CO)C[C@@H](C)[C@H](CN(C)S(=O)(=O)c1cccs1)O2 | 4.6 |
| 53 | C[C@@H]1CCCCO[C@H](CN(C)S(=O)(=O)c2ccc(F)cc2)[C@H](C)CN([C@@H](C)CO)C(=O)c2cc(NS(=O)(=O)c3ccc(F)cc3)ccc2O1 | -3.6 |
| 54 | COc1ccccc1S(=O)(=O)N1CC[C@@H]2[C@@H](CO)Nc3ccc(-c4ccc(C#N)cc4)cc3[C@@H]21 | -2.1 |
| 55 | COc1ccc(S(=O)(=O)Nc2cccc3c2O[C@@H](CN(C)S(=O)(=O)c2ccc(C)cc2)[C@@H](C)CN([C@@H](C)CO)C3=O)cc1 | 0.5 |
| 56 | CO[C@@H]1CN(C)C(=O)c2ccc(NS(=O)(=O)c3cccc(C)c3)cc2OC[C@@H](C)N(Cc2cc(F)ccc2F)C[C@H]1C | -1.8 |
| 57 | C[C@H](CO)N1C[C@H](C)[C@H](CN(C)C(=O)c2ccccc2F)Oc2ncc(-c3ccccc3)cc2C1=O | -3.1 |
| 58 | O=C(C[C@H]1CC[C@@H]2[C@H](COC[C@H](O)CN2Cc2cc(F)ccc2F)O1)NCc1ccc(F)cc1 | -2.2 |
| 59 | C[C@H]1CN([C@@H](C)CO)C(=O)c2cc(-c3cncnc3)cnc2O[C@@H]1CN(C)C(=O)c1ccccc1F | -1.1 |
| 60 | O=S(=O)(NC[C@@H]1[C@@H](c2ccccc2)[C@@H](CO)N1CC1CC1)c1ccccc1 | 0.1 |

(continued)
| # | compound | Mtb BioA inh |
| --- | --- | --- |
| 61 | C[C@@H]1CN([C@@H](C)CO)C(=O)c2cc(NC(=O)Cn3cnnn3)ccc2O[C@@H]1CN(C)CC1CCCCC1 | 0.3 |
| 62 | Cc1noc(C)c1S(=O)(=O)Nc1ccc2c(c1)C(=O)N([C@@H](C)CO)C[C@H](C)[C@@H](CN(C)S(C)(=O)=O)O2 | -2.2 |
| 63 | O=C(Nc1cc(F)ccc1F)N[C@H]1CC[C@H](CCn2cc(C3CC3)nn2)O[C@@H]1CO | 0.9 |
| 64 | O=C(C[C@H]1CC[C@H](NC(=O)Nc2ccc3c(c2)OCO3)[C@H](CO)O1)NCCCN1CCOCC1 | 3.6 |
| 65 | CCCNC(=O)C[C@H]1CC[C@H]2[C@@H](COC[C@@H](O)CN2Cc2ccccc2F)O1 | 0.4 |
| 66 | O=C(C[C@H]1C[C@H]2c3cc(NC(=O)NC4CCCCC4)ccc3O[C@H]2[C@@H](CO)O1)NCc1cccnc1 | -1.6 |
| 67 | CCC(=O)N1C[C@H](O)COC[C@@H]2O[C@H](CC(=O)N3CCCCC3)CC[C@H]21 | -2.3 |
| 68 | C[C@@H]1CN([C@@H](C)CO)C(=O)Cc2cc(NS(=O)(=O)c3ccc(F)cc3)ccc2O[C@@H]1CN(C)Cc1ccc(C(=O)O)cc1 | -2.2 |
| 69 | C[C@H]1CN([C@@H](C)CO)C(=O)Cc2cc(NC(=O)Cn3cnnn3)ccc2O[C@@H]1CN(C)S(=O)(=O)c1ccccc1 | 1.0 |
| 70 | COC(=O)[C@@H]1[C@@H](CO)[C@@H]2Cn3c(cccc3=O)[C@H]1N2C(=O)C1CC1 | -0.1 |
| 71 | Cc1noc(C)c1S(=O)(=O)N(C)C[C@@H]1Oc2ccc(NS(=O)(=O)c3ccccc3)cc2C(=O)N([C@@H](C)CO)C[C@@H]1C | 2.1 |
| 72 | C[C@@H]1CN([C@@H](C)CO)C(=O)c2cccc(NS(=O)(=O)c3ccc(Cl)cc3)c2O[C@H]1CN(C)S(=O)(=O)c1cn(C)cn1 | 0.3 |
| 73 | C[C@H]1CCCCO[C@@H](CN(C)Cc2ccncc2)[C@@H](C)CN([C@@H](C)CO)C(=O)c2cc(N(C)C)ccc2O1 | -1.1 |
| 74 | CNC[C@H]1OCCCC[C@H](C)Oc2ccc(NC(=O)NC3CCCCC3)cc2C(=O)N([C@@H](C)CO)C[C@@H]1C | 7.6 |
| 75 | O=C(C[C@H]1CC[C@@H]2[C@H](COC[C@@H](O)CN2S(=O)(=O)c2ccccc2)O1)Nc1ccc(-c2ccccc2)cc1 | 0.5 |
| 76 | Cc1noc(C)c1NC(=O)N(C)C[C@@H]1OCCCC[C@@H](C)Oc2ccc(NC(=O)c3ccccc3)cc2C(=O)N([C@H](C)CO)C[C@@H]1C | 0.5 |
| 77 | Cc1noc(C)c1NC(=O)Nc1ccc2c(c1)C(=O)N([C@@H](C)CO)C[C@H](C)[C@H](CN(C)Cc1ccc(-c3ccccc3)cc1)O2 | -4.2 |

Not all compounds are listed; count on the stated rates, not on these rows.
